Screening data from PubChem.
CRFR2-BP ag = agonists of human CRF-binding protein/CRF-R2 receptor complex | HEK293 CRF-R2/CRF-BP, calcium dye fluorescence (FLIPR); percent of saturating CRF peptide response | activation, % at 13.2 µM | hit rate 0.46% among 350,000 | AID 588473;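 active = activation of at least 50%, plus an integration ratio under a set limit after plate pattern correction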;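 also: plate controls were neutral control wells without compound for no effect and CRF at EC100 for full effect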
M4 ag = agonists of human muscarinic M4 receptor (CHRM4). P08173. CHO-K1 hM4/Gqi5, Fluo-8 calcium fluorescence; vehicle 0%, full acetylcholine response 100%. activation, % at 3 µM. hit rate 0.14% among 360,000;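 active = activation above the run mean over all test wells plus 3 SD, cut at about 32% in these data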;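 also: peak over basal fluorescence ratio per well then scaled between controls; 0% = DMSO wells and 100% = acetylcholine at EC100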
Target sequence (P08173 whole entry, looked up): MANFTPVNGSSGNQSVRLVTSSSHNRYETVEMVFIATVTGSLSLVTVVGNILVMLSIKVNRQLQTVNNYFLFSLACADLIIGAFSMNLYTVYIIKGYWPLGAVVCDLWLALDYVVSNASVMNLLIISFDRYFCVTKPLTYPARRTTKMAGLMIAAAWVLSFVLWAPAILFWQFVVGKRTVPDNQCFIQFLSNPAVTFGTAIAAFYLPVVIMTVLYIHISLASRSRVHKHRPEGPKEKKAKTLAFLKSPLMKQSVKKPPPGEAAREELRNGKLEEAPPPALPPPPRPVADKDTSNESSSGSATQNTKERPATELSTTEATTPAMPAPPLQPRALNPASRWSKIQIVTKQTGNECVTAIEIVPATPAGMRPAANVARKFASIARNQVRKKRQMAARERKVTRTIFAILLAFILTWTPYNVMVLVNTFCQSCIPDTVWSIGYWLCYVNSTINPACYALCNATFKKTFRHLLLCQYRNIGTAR
M4 PAM = potentiates acetylcholine response at human M4 receptor; P08173; CHO-K1 hM4/Gqi5, Fluo-8 calcium fluorescence, ACh EC20; 0% = ACh EC20, 100% = maximal ACh; activation, % at 3 µM; hit rate 0.4% among 360,000;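 active = activation above its plate's cutoff, the mean activation of sample wells plus 3 SD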; also: some results filed as inactive read as strong as hits
M5 antag = CHRM5 antagonism in calcium assay; CHO-hM5 cells, Fluo-8 calcium fluorescence, ACh EC80; inhibition, % at 3 µM; P08912; hit rate 0.59% among 360,000;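 active = inhibition above a per-plate cutoff, the mean of that plate's test compounds plus 3 SD, cut at about 27% in these data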;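 also: 0% = acetylcholine EC80 with DMSO and 100% = DMSO without agonist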
Target sequence (P08912 whole entry, looked up): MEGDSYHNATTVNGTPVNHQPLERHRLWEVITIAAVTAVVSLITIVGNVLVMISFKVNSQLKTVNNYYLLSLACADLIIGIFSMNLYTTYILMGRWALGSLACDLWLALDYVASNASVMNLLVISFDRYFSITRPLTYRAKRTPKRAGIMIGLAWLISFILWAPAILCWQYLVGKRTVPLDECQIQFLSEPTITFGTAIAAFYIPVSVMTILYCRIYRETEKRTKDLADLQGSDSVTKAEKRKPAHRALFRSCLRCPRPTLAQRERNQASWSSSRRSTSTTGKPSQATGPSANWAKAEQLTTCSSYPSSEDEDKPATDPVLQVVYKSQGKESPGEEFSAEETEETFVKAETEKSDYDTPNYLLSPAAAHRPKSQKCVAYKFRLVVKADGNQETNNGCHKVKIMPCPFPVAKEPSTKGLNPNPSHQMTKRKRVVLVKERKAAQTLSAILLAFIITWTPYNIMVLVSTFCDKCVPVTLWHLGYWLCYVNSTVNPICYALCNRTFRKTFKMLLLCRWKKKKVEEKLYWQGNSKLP
CHRM5 agonist = agonists of human muscarinic M5 receptor (CHRM5). hit rate 0.19% among 360,000. CHO-K1 hM5 cells, Fluo-8 calcium fluorescence; 0% DMSO wells, 100% maximal acetylcholine response. AID 624037. activation, % at 3 µM. P08912;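 active = activation above the run's mean over test compounds plus 3 SD, cut at about 23% in these data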;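 also: signal is peak over basal fluorescence ratio across the kinetic read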
IDE cell inh = inhibits human insulin-degrading enzyme in HEK cells; FAbetaB cleavage, fluorescence polarization; inhibition, % at 5.59 µM; hit rate 0.41% among 320,000; AID 434962;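 active = percent inhibition above the average of all tested compounds plus 3 SD, set per screening campaign, cut at about 16% in these data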;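 also: IDE supplied by intact live HEK cells; FP after avidin binding of uncleaved biotin substrate so inhibition keeps polarization high; 0% = DMSO wells and 100% = 60 µM reference IDE inhibitor Ii1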
M4 antag = blocks acetylcholine activation of human M4 receptor | hit rate 0.73% among 360,000 | P08173 | CHO-hM4 cells, ACh EC80, Fluo-8 calcium fluorescence | inhibition, % at 3 µM;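 active = inhibition above its plate's cutoff, the mean inhibition of sample wells plus 3 SD, cut at about 27% in these data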;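 also: 0% = acetylcholine EC80 with DMSO and 100% = DMSO without agonist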
CRFR2-BP antag = blocks CRF-induced signaling of the CRF-BP/CRF-R2 complex; HEK293 CRF-R2/CRF-BP, CRF-induced calcium fluorescence; inhibition, % at 11.8 µM; hit rate 0.59% among 350,000; AID 588475;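 active = inhibition of the ligand-induced calcium signal above about 50% at the single tested concentration, limit read from the data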
M5 PAM = positive allosteric modulators of human muscarinic M5 receptor; hit rate 0.3% among 360,000; P08912; CHO-K1 hM5, Fluo-8 calcium, ACh EC20 PAM; 0% = ACh EC20, 100% = ACh EC100; activation, % at 3 µM;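 active = activation above the run cutoff, the mean activation of all test compounds plus 3 SD, cut at about 18% in these data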
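Measured by: Fluo-8 calcium fluorescence; material: human M5 receptor in CHO-K1 cells; schedule: Post-acetylcholine fluorescence recording 140 s; benchmarks: low control EC20 acetylcholine (0%), high control EC100 acetylcholine (100%); read-out: Max/basal fluorescence ratio as % of EC20–EC100 ACh window; compound: single dose, 3 µM nominal final test concentration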
* hit, by the source's call; . = no result given.

canonical_smiles,CRFR2-BP ag,M4 ag,M4 PAM,M5 antag,CHRM5 agonist,IDE cell inh,M4 antag,CRFR2-BP antag,M5 PAM
CCOc1ccc(NC(=S)N2CCC(NC(=O)c3ccco3)CC2)cc1,-1.4,0,1,9,-5,0,5,2,2
N=c1sccn1CC(=O)Nc1ccc2c(c1)CCC2,-1.8,2,1,0,-2,2,2,-8,0
CC1Sc2ccc(S(=O)(=O)NCCc3ccc(S(N)(=O)=O)cc3)cc2NC1=O (stereo not given),0.2,0,7,6,-7,4,-14,-6,0
CCOc1ccc(N2C(=O)c3cccnc3C2=O)cc1,6.3,1,2,5,-2,7,0,-12,-7
COc1cc(NC(=O)COc2ccc(-n3cnnn3)cc2)cc(OC)c1OC,-1.1,10,-1,6,7,-2,-9,-9,-11
O=C(/C(=C/c1ccccc1)c1ccccc1)N1CCCCC1,6.6,-1,-4,2,-2,0,9,-19,-2
CCS(=O)(=O)N1CCN(S(=O)(=O)c2ccc(F)cc2)CC1,-1.5,1,0,1,1,2,-1,-46,1
Cc1ccc(C(=O)C(C)OC(=O)CCN=C2NS(=O)(=O)c3ccccc32)cc1 (stereo not given),-0.3,13,6,1,6,5,-13,-10,-8
COc1ccc2oc(=O)c(C(=O)N3CCCC3)cc2c1,-1.8,0,1,7,-1,1,-3,-5,0
COC(=O)C1=COC(OC2OC(CO)C(O)C(O)C2O)C2C1C=CC2(O)CO (stereo not given),-1.6,2,4,2,0,-4,-9,-8,-1
CCCC[n+]1ccn(-c2nc3ccccc3nc2[N-]S(=O)(=O)c2ccc(C)cc2)c1,0.5,2,-1,-7,0,5,22,10,3
O=C(O)C1C2C=CC(O2)C1C(=O)Nc1ccc(S(=O)(=O)N2CCc3ccccc32)cc1 (stereo not given),-1.1,1,3,6,-7,12,3,2,-2
CCOC(=O)CNC(=O)N1CCCC(C(=O)c2cccc(Cl)c2)C1 (stereo not given),0.8,2,-3,-8,0,2,-3,2,7
CCC(O)(CC)C(=O)NN(C(=O)Nc1csc2c1CCCC2)c1ccccc1,-3.1,1,3,7,-4,-1,3,-4,-2
FC(F)Oc1ccc(NC(=S)NC2CCSc3ccccc32)cc1 (stereo not given),15,17,-19,43*,0,.,60*,2,-18
COc1cc(NC(=O)c2ccc([N+](=O)[O-])cc2)c(OC)cc1NC(=O)CC(C)C,-0.1,1,1,6,2,-6,-1,-15,3
COc1ccc(-c2c(-c3cc(OC)c(OC)c(OC)c3)noc2C)cn1,-0.2,0,10,4,-2,5,-10,-1,11
COC(=O)c1ccc(COc2ccc(C(C)(C)C)cc2)o1,-1.2,-1,-2,0,-2,0,1,3,2
Cc1cc(Cl)ccc1NC(=O)CCCN1C(=O)CCC1=O,0.7,0,-6,9,-3,-1,11,24,-2
O=C(O)COc1ccc(/C=N/n2cnc3scc(-c4cccs4)c3c2=O)cc1,-0.3,1,-1,-9,-4,4,5,-3,5

Quoted at random: two records from the list.
canonical_smiles,CRFR2-BP ag,M4 ag,M4 PAM,M5 antag,CHRM5 agonist,IDE cell inh,M4 antag,CRFR2-BP antag,M5 PAM
COc1cc(NC(=O)c2ccc([N+](=O)[O-])cc2)c(OC)cc1NC(=O)CC(C)C,-0.1,1,1,6,2,-6,-1,-15,3
FC(F)Oc1ccc(NC(=S)NC2CCSc3ccccc32)cc1 (stereo not given),15,17,-19,43*,0,.,60*,2,-18

(continued)
canonical_smiles,CRFR2-BP ag,M4 ag,M4 PAM,M5 antag,CHRM5 agonist,IDE cell inh,M4 antag,CRFR2-BP antag,M5 PAM
CCOc1ccc(N(C)C(=O)CCc2nnc3ccc(N4CCCCC4)nn23)cc1,-3.2,1,-2,5,-5,1,8,2,-5
N#Cc1c(C(F)(F)F)cc(-c2ccc(Cl)cc2)[nH]c1=O,-0.8,0,4,-10,-4,0,-10,63*,6
O=C(COC(=O)c1cc(=O)c2ccccc2o1)NCc1ccc(Cl)cc1,0.8,0,-2,6,1,.,-6,19,-2
COc1cc(-c2nnc(SCc3cc(=O)oc4cc(O)c(O)cc34)o2)cc(OC)c1OC,-1.4,1,10,3,-1,-4,-2,5,-4
CCN(CC)C(=O)CSc1nc2sc3c(c2c(=O)n1CCCOC)CCC3,-0.3,1,1,-8,2,-2,-11,17,-1
Brc1cccc(CNCc2cccs2)c1,0.1,0,4,-2,1,-3,-13,-2,-3
CC(C)C[C@H](NC(=O)Nc1ccc(Oc2ccccc2)cc1)C(=O)O,0.3,0,10,0,-4,7,3,12,5
CC(C)CN1C(=O)c2ccc(C(=O)Nc3c[nH]c(=O)[nH]c3=O)cc2C1=O,0.5,1,0,-7,-2,0,-5,1,-2
C[C@]12c3[nH]c4ccccc4c3CCN1C(=O)C(CC(=O)NCCCn1ccnc1)C[C@@H]2C(=O)N1CCOCC1 (stereo not given in full),-2.6,2,4,-8,-1,-2,-11,6,4
O=[N+]([O-])c1cnc(N2CCCCC2)c([N+](=O)[O-])c1,0.2,0,6,-2,-8,4,-3,23,-2

Whole records from above:
O=[N+]([O-])c1cnc(N2CCCCC2)c([N+](=O)[O-])c1 in the list: CRFR2-BP ag: 0.2; M4 ag: 0; M4 PAM: 6; M5 antag: -2; CHRM5 agonist: -8; IDE cell inh: 4; M4 antag: -3; CRFR2-BP antag: 23; M5 PAM: -2
COc1cc(-c2nnc(SCc3cc(=O)oc4cc(O)c(O)cc34)o2)cc(OC)c1OC in the list: CRFR2-BP ag: -1.4; M4 ag: 1; M4 PAM: 10; M5 antag: 3; CHRM5 agonist: -1; IDE cell inh: -4; M4 antag: -2; CRFR2-BP antag: 5; M5 PAM: -4
CC(C)C[C@H](NC(=O)Nc1ccc(Oc2ccccc2)cc1)C(=O)O in the list: CRFR2-BP ag: 0.3; M4 ag: 0; M4 PAM: 10; M5 antag: 0; CHRM5 agonist: -4; IDE cell inh: 7; M4 antag: 3; CRFR2-BP antag: 12; M5 PAM: 5

The list goes on.
canonical_smiles,CRFR2-BP ag,M4 ag,M4 PAM,M5 antag,CHRM5 agonist,IDE cell inh,M4 antag,CRFR2-BP antag,M5 PAM
CCOC(=O)C1CCCN(Cc2ccc(OCc3ccccc3)cc2)C1 (stereo not given),0.1,1,-13,12,-22,-1,16,18,-22
COc1ccccc1OCCOCCn1cnc2ccccc2c1=O,-3.3,1,1,3,1,2,1,-5,2
COc1cccc(NC(=O)C2CCCN2C(=O)Nc2cccc(F)c2)c1 (stereo not given),-1.4,1,9,-6,1,2,-15,14,-8
CCn1c(=O)c2c(nc3n2CCN3c2ccccc2)n(C)c1=O,-2.4,2,0,2,2,5,-4,-8,6
CSc1nsc(/C=C/Nc2ccc(C)c(C)c2)c1C#N,2.2,2,7,6,-2,0,-5,-18,-3
Cc1cc2nn(-c3ccc(Cl)cc3)nc2cc1N,0.8,2,4,-2,1,-2,-11,-14,2
Cc1ccc(N(CC(=O)NC2CCCC2)C(=O)c2ccc(C)s2)cc1,-1.2,-1,14,4,-3,-4,-7,5,0
O=C(N/N=C1\CCCc2ccccc21)c1ccccc1Cl,0.9,2,-6,3,-2,6,-7,13,1
Cc1cccc(CCNC(=O)CCc2nc(-c3ccccc3F)no2)c1,1.9,3,0,3,-6,1,-1,-22,-11
O=C(NCCO)c1cccc(-c2cnc3cccnn23)c1,.,0,1,-4,1,.,-14,.,-5
Cc1ccc2c(C)nc(N/C(N)=N/S(=O)(=O)c3ccccc3)nc2c1,2.5,1,3,-13,-3,2,-7,-5,4
CC(/C=C/c1cccc([N+](=O)[O-])c1)=N\NC(=O)c1ccncc1,1.6,0,1,-2,0,-4,6,-31,1
C/C(=N\NC(=O)c1nnn(-c2nonc2N)c1-c1ccccc1)c1ccco1,43,5,4,12,1,.,-2,-54,-1
CCn1c(SCC(N)=O)nc2c(c1=O)C1(CCCC1)Cc1ccccc1-2,-5.4,1,0,-2,-2,-2,-3,-8,-1
CC#CC[N+](C)(C)CCCCCCCCCCCC,-0.4,0,-20,13,-11,-1,27*,15,-22
Cc1noc(C)c1C(=O)Nc1c(F)cc(F)cc1Br,-0.4,0,4,4,-3,2,-3,11,-5
Cc1ccc(SCc2noc(-c3c(C)noc3C)n2)cc1,0.0,-1,5,-5,-3,2,5,52*,9
O=C(O)CN1C(=O)/C(=C\c2ccccc2OCc2ccc(F)cc2)SC1=S,2.1,0,-3,4,-2,6,-4,16,1
NS(=O)(=O)c1ccc(CCNC(=O)CCCCCn2c(=S)[nH]c3ccc(Br)cc3c2=O)cc1,3.3,17,-14,27*,2,3,21,-20,-25
O=C(COc1cc(O)c2c(=O)cc(-c3ccccc3)oc2c1)c1cccc([N+](=O)[O-])c1,-0.8,1,6,4,0,-6,-17,7,0
Cc1cc(C)nc(-n2nc(C)cc2NC(=O)C(C)C)n1,0.6,0,-2,8,0,7,6,-1,3
Fc1ccc(-c2cnc[nH]2)cc1,2.0,1,11,-4,3,6,-6,5,7
CCc1ccc2nc3sc(C(=O)Nc4nnc(CC)s4)c(N)c3cc2c1,6.9,4,5,8,3,0,11,-47,-6
CCOC(=O)c1cnc(SC)nc1Oc1cccc(NS(=O)(=O)c2ccc(C)cc2)c1,7.2,0,2,-3,-2,2,-4,-23,11
CC1(c2nnc(Cc3ccccc3)o2)CC(c2ccccc2Br)=NO1 (stereo not given),-0.8,1,1,2,5,-5,6,47,-4
Cc1cc(C(=O)N2CCC2(C)C(=O)NS(=O)(=O)c2cccc(OC(F)F)c2)nn1C (stereo not given),.,0,2,5,0,.,-8,.,-1
Oc1ccc(-c2nc3ccccc3s2)cc1,-3.7,2,-3,-4,8,-2,-5,9,3
COc1ccc(NCc2nc3ccccc3n2CCOc2ccccc2)cc1,0.1,8,-14,8,2,1,6,10,-8
COC(=O)c1ccc(Cn2nc(C)c(Cl)c2C)o1,0.4,1,3,0,-7,6,-7,-12,-3
COC(=O)[C@H]1[C@@H](C)N(CCc2cc(OC)c(OC)c(OC)c2)C(=O)N[C@H]1c1ccccc1,-2.4,2,3,7,0,-1,0,2,0
O=C(Nc1ccc([N+](=O)[O-])cc1)OCCc1ccccn1,-1.6,1,4,-2,-3,4,-2,12,3
COc1ccc(C2c3c(-c4ccccc4O)n[nH]c3C(=O)N2Cc2ccco2)cc1OC (stereo not given),0.0,1,10,3,-3,-2,0,6,-1

Six entries from above, with values ahead of the structure:
CRFR2-BP ag	M4 ag	M4 PAM	M5 antag	CHRM5 agonist	IDE cell inh	M4 antag	CRFR2-BP antag	M5 PAM	Structure
0.8	0	-2	6	1	.	-6	19	-2	O=C(COC(=O)c1cc(=O)c2ccccc2o1)NCc1ccc(Cl)cc1
2.5	1	3	-13	-3	2	-7	-5	4	Cc1ccc2c(C)nc(N/C(N)=N/S(=O)(=O)c3ccccc3)nc2c1
0.1	8	-14	8	2	1	6	10	-8	COc1ccc(NCc2nc3ccccc3n2CCOc2ccccc2)cc1
15	17	-19	43*	0	.	60*	2	-18	FC(F)Oc1ccc(NC(=S)NC2CCSc3ccccc32)cc1 (stereo not given)
-1.4	1	9	-6	1	2	-15	14	-8	COc1cccc(NC(=O)C2CCCN2C(=O)Nc2cccc(F)c2)c1 (stereo not given)
3.3	17	-14	27*	2	3	21	-20	-25	NS(=O)(=O)c1ccc(CCNC(=O)CCCCCn2c(=S)[nH]c3ccc(Br)cc3c2=O)cc1
